# Pf Dd2 growth: blocks in vitro growth of P. falciparum Dd2. 120,000 compounds, 4.3% hits. Potency, µM (top dose mostly 28.9 µM), without a hit: at the top dose activity, negative = inhibition, usual class: inhibitors. P. falciparum Dd2 growth, SYBR Green, 72 h; active means well fitted inhibition curve with a large enough effect; inconclusive means small, poorly fitted or top-dose-only effect; inactive means no such curve, though single readings can be large or run the other way;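 further: plate controls were DMSO vehicle for no effect and reference drug for full effect; nearly all actives have a fitted effect of over 65% in size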
#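 Infected erythrocytes (Dd2, 0.3% parasitemia, 2.5% hematocrit final) are added to compound in RPMI-1640/Albumax II medium, grown 72 h at 37C in low oxygen, then lysed with saponin/Triton-X containing SYBR Green and read by fluorescence.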
# * marks the source's active call; other numbers are inactive results; i = inactive; ? = inconclusive; [ ] = remark or other dose. Potency means the concentration at half of the fitted maximal effect. This is a subset; the hit share may differ from the screen's.
SMILES,Pf Dd2 growth
CC(C)(C)OC(=O)N1CCC(c2c(C(=O)Nc3cccc(C(F)(F)F)c3)cnn2-c2ccc(F)cc2F)CC1,11µM*
COc1cc2c(cc1OC)C(COc1ccccc1OC)N(C(=O)c1ccc(S(=O)(=O)N3CCCC3)cc1)CC2 (stereo not given),11µM*
COc1ccc(-c2nnc(C3CCN(S(=O)(=O)c4cccc(Cl)c4)CC3)o2)cc1,?
O=C(NCCCn1ccnc1)c1cnc2c(c1)N(C(=O)CCc1ccccc1)CCC2,-22%[44.1 µM]
CN(C)C[C@@H]1CN(c2ccccn2)C[C@H]1NC(=O)c1ccc2c(c1)OCO2,-23%
CN1CCCCCC(O)c2cc(C(=O)NCc3ccccn3)ccc21 (stereo not given),i
CCNC(=O)NCC1Cn2cccc2CN1C (stereo not given),-16%
Cc1ccc(NC(=O)c2cc(C)nn2-c2ccccc2)cc1,13%
Cc1ccccc1OC(=O)CSc1nnc(-c2ccc(F)cc2)o1,25%
CC(=O)Nc1ccc(CN2CCn3c(nnc3C3CCNCC3)C2)cc1,-11%[44.1 µM]
O=C(O)C[C@@H]1CCN(C(=O)COc2ccccc2)C[C@@H]1CCN1CCCCC1,-12%[44.1 µM]
COc1ccc([S+](=O)([O-])N2CC3(CCN(CC(=O)O)CC3)c3cc(OC)c(OCC4CCCC4)cc32)cc1,i
CC(=O)NC[C@H]1O[C@@H](CC(=O)NCc2ccc(F)cc2)[C@H](O)[C@@H]1O,-1%[44.1 µM]
Cc1cccc(NS(=O)(=O)c2ccc(NC(=O)N3CCCC3)cc2)c1,12%
CCn1cc(CN2CCOc3ccc(C(=O)NCc4ccccc4F)cc3C2)cn1,-19%
Cc1ccc(CC(=O)N2CCN(c3cc(C(F)(F)F)ncn3)CC2)cc1,-13%
Fc1cccc(Nc2nc(-c3ccccc3)no2)c1,?
CCCNC(=O)N1CCOC[C@H](Oc2ccc(OC)cc2)C1,-17%[44.1 µM]
CN1C(=O)CO[C@H]2CN(C(=O)c3ccccc3)C[C@H]21,i
CC1CCN(c2nc3ccccc3nc2C(F)(F)F)CC1,17%
CCOc1ccc(OCC)c(NC(=O)c2cnn(-c3ccc(F)cc3)c2C2CCN(C(=O)OC(C)(C)C)CC2)c1,?
CCC(CC)c1cc([C@H]2CN3CC[C@H]2C[C@@H]3CNC(=O)CSCC(=O)O)nc(-c2ccncc2)n1,?
COc1ccc(C(CC(=O)N2CCCCC2)c2c[nH]c3ccccc23)cc1OC (stereo not given),?
Cc1ccc(CNC(=O)C2(CCO)CCN(Cc3ccccc3)C2)o1 (stereo not given),?
CCOc1cc(-c2nc(C3CC(=O)N(c4ccc(OC)cc4)C3)no2)cc(OCC)c1OCC (stereo not given),-1%
COc1cccc(NC(=O)Cn2c(N3CCc4ccccc4C3)nc(C)cc2=O)c1,-17%
O=C(Cc1ccsc1)N1CCCn2cc(-c3ccccc3F)nc21,i
Cc1ccc(NC(=O)c2ncoc2-c2ccco2)cc1Cl,10%
CCOC(=O)c1nnn(CC(=O)Nc2cc(C)cc(C)c2)c1C(=O)OCC,76%[activator]
CCOc1cccc(C(=O)Nc2cc(C)c(O)c(-c3nc4ncccc4o3)c2)c1,i
COC(=O)c1ccccc1NC(=O)c1cnn(-c2ccc(F)cc2)c1-n1cccc1,i
CS(=O)(=O)N1CCC(OC2CCN(C(=O)NCc3ccco3)CC2)CC1,i
COc1cccc(-c2nc(-c3nnn4c3COC(c3ccc(Cl)cc3)C4)no2)c1 (stereo not given),3%
CN(Cc1ccccc1C(F)(F)F)C(=O)c1ccccc1F,0%[44.1 µM]
CCOC(=O)c1ccccc1NC(=O)CSc1nc2cn(CC)nc2c(=O)n1Cc1ccc(Cl)cc1,?
CCOCCCN(C(=O)Nc1ccc(Cl)cc1)C1CCN(C(C)=O)CC1,23%
CC(=O)N(C1CC1)C1CCOC2(CCN(C(=O)c3sc(C)nc3C)CC2)C1 (stereo not given),28%
Cc1cn2nc(C(=O)NC3CCCCC3)cc2c(N2CCCC2)n1,10µM*
Cc1cc(C)cc(NC(=O)C2CCN(C(=O)c3ncn4c3COC(c3ccc(F)cc3)C4)CC2)c1 (stereo not given),-29%
CCc1ccc(NC(=O)CN2C(=O)C(c3ccc(Cl)cc3)=NC23CCCCC3)cc1,31%[activator]
COc1ccc(F)cc1CN1CCC(O)(CN2CCCCC2)C1 (stereo not given),?
COCCOc1ccc(C(=O)N[C@@H]2CN(C(=O)Nc3cccc(C(F)(F)F)c3)CCC[C@H]2O)cc1,i
CCCS(=O)(=O)c1ncc(Cl)c(C(=O)Nc2scc(-c3ccccc3)c2C(=O)OCC)n1,i
O=C1CCN(C(=O)c2ccco2)CCCCCCN1,-2%
COCCNc1ncnc2c1CN(C1CCCNCC1)C(=O)CN2C (stereo not given),14%
O=C(CCc1ccccc1)N1CCCC(c2noc(COc3ccccc3F)n2)C1 (stereo not given),-11%
CC(CNC(=O)C1CCN(C(=O)N2CCOc3ccc(Cl)cc32)CC1)c1ccccc1 (stereo not given),-24%
CN(C)Cc1cn(C[C@H]2CC3CCN2C[C@@H]3C(=O)NC2CCCCC2)nn1 (stereo not given in full),19%[44.1 µM]
COc1ccccc1-c1cc(C(=O)Nc2cc(OC)c(OC)c(OC)c2)no1,?
COc1ccc(/C=C/c2ccc3c(c2)C(=O)N2C[C@@H](NC(=O)CC(C)(C)CC(=O)O)C[C@H]2C(=O)N3)cc1,14µM*
CC(C)N1C(=O)C(CC(=O)NCC2CCN(Cc3cccc(F)c3)CC2)=C2CCCCC21 (stereo not given),i
COc1ccccc1CNc1nc(-c2ccco2)nn1C(=O)c1cc(OC)c(OC)c(OC)c1,-24%[5.79 µM]
COCC(=O)N1CCC(c2nn(-c3ccccc3)c(=O)[nH]2)CC1,-8%[44.1 µM]
CC(=O)N1C[C@@H](C(=O)N2CCOCC2)[C@H](c2nc(C)no2)C1,-11%
Cc1ccc(NC(=O)C(Cc2c[nH]c3ccccc23)NC(=O)OCC(C)C)cc1 (stereo not given),i
O=C(CS(=O)(=O)c1ccccc1)N[C@H]1CCN2C(=O)[C@H](Cc3ccc(F)cc3)NC(=O)[C@@H]2C1,0%
COc1ccccc1/C=C/c1nc(C#N)c(NCCc2ccccc2)o1,21%
O=C(Nc1ccccc1C(=O)OCc1cc(=O)n2nc(C3CC3)sc2n1)c1cccc(Cl)c1,-1%
O=C(COc1ccc2oc3c(c2c1)CCCC3)Nc1ccc(Br)cc1,i
CCCCc1ncc(CN2CCCC(c3cccc(C(=O)O)c3)C2)[nH]1 (stereo not given),-2%

# Reformatted bar-delimited: 14 of the compounds above.
Compound | Pf Dd2 growth
CC(C)(C)OC(=O)N1CCC(c2c(C(=O)Nc3cccc(C(F)(F)F)c3)cnn2-c2ccc(F)cc2F)CC1 | 11µM*
COc1cc2c(cc1OC)C(COc1ccccc1OC)N(C(=O)c1ccc(S(=O)(=O)N3CCCC3)cc1)CC2 (stereo not given) | 11µM*
COc1ccc(-c2nnc(C3CCN(S(=O)(=O)c4cccc(Cl)c4)CC3)o2)cc1 | ?
O=C(NCCCn1ccnc1)c1cnc2c(c1)N(C(=O)CCc1ccccc1)CCC2 | -22%[44.1 µM]
CN(C)C[C@@H]1CN(c2ccccn2)C[C@H]1NC(=O)c1ccc2c(c1)OCO2 | -23%
CN1CCCCCC(O)c2cc(C(=O)NCc3ccccn3)ccc21 (stereo not given) | i
CCNC(=O)NCC1Cn2cccc2CN1C (stereo not given) | -16%
Cc1ccc(NC(=O)c2cc(C)nn2-c2ccccc2)cc1 | 13%
Cc1ccccc1OC(=O)CSc1nnc(-c2ccc(F)cc2)o1 | 25%
CC(=O)Nc1ccc(CN2CCn3c(nnc3C3CCNCC3)C2)cc1 | -11%[44.1 µM]
O=C(O)C[C@@H]1CCN(C(=O)COc2ccccc2)C[C@@H]1CCN1CCCCC1 | -12%[44.1 µM]
COc1ccc([S+](=O)([O-])N2CC3(CCN(CC(=O)O)CC3)c3cc(OC)c(OCC4CCCC4)cc32)cc1 | i
CC(=O)NC[C@H]1O[C@@H](CC(=O)NCc2ccc(F)cc2)[C@H](O)[C@@H]1O | -1%[44.1 µM]
Cc1cccc(NS(=O)(=O)c2ccc(NC(=O)N3CCCC3)cc2)c1 | 12%

# Returning to the listing; the 2 compounds before the break are reprinted first.
SMILES,Pf Dd2 growth
O=C(COc1ccc2oc3c(c2c1)CCCC3)Nc1ccc(Br)cc1,i
CCCCc1ncc(CN2CCCC(c3cccc(C(=O)O)c3)C2)[nH]1 (stereo not given),-2%
Cn1ccc(C(=O)NCc2nnc3n2C(C(=O)NCC2CC2)CC3)n1 (stereo not given),-8%
Cc1ccc(NC(=O)C2CCCN(c3nc4ccccc4s3)C2)c(C)c1 (stereo not given),10%
CCCS(=O)(=O)N1CC(=O)N(c2cc(C)cc(C)c2)C(C)(C(=O)NC2CCCCCC2)C1 (stereo not given),35%[activator]
CC(=O)N1CCC2(COc3ncccc3[S+](=O)([O-])N2)C1 (stereo not given),23%
Cc1ccc(C)c(S(=O)(=O)c2nnn3c2nc(NC2CCCC2)c2sccc23)c1,?
CCCN(CC1CCOC1)C(=O)Nc1ccc(Br)cc1 (stereo not given),2%[5.79 µM]
O=c1n(CC2CC2)nc2n1CCN(Cc1ccc3cc[nH]c3c1)CC2,23%
O=C(C1CC1)N1Cc2ccccc2NC(=O)C12CCNC2 (stereo not given),19%[44.1 µM]
O=C1CC(c2ccccc2)N(Cc2ccncc2)CCCN(C(=O)c2ccc3ccccc3n2)CCN1 (stereo not given),-7%
CN(C)[C@@H]1CN(Cc2cccc(F)c2F)CC[C@@H]1CNC(=O)C1CC1,i
COC1CCN(C(=O)c2ccnc(-c3nnc4ccc(N(C)c5ccccc5)nn34)c2)CC1,i
CCC1c2nccn2CCCN1C(=O)Cc1ccc(OC)cc1 (stereo not given),7.1µM*
CCOCCCn1c(=N)c(C(=O)NCc2ccccc2)cc2c(=O)n3ccccc3nc21,?
CCc1ccc(C(=O)NCc2nnc3cc(-c4nc(C)no4)ccn23)cc1,i
COc1cc(NC(=O)CSc2nc3nc(C)c(Cc4ccc(C)cc4)c(C)n3n2)cc(OC)c1,?
CC(=O)Nc1ccc(NC(=O)C(NC(=O)C2CCC(C)CC2)C(C)C)cc1 (stereo not given),9%
CCn1cc(-c2cc3c(cn2)CN(CCc2ccccc2)CCN3)cn1,?
COc1ccc(-c2cccc(NS(=O)(=O)c3ccc(C)s3)c2)nn1,-18%
CC1=NOC2(CCN(C(=O)c3ccccc3F)C2)C1 (stereo not given),-3%[44.1 µM]
CCCOc1cc(C)c2c(c1C)C[C@H](C(C)C(=O)N1CCC(O)CC1)CC2 (stereo not given in full),i
Cc1nn(C)c2c1c(-c1ccccc1)cc(=O)n2C(C)C(=O)NCCc1ccc(Cl)cc1 (stereo not given),7%
COc1ccc(C(=O)N2CCN3C(=O)N(CC(N)=O)C(=O)[C@@H]3C2)cc1,1%[44.1 µM]
O=C1CC(c2ccccc2)N(C(=O)CNS(=O)(=O)c2ccc3c(c2)CCC3)CCCCCN1 (stereo not given),?
CC(=O)N1CC2(CCCN2Cc2ccccn2)Cc2ccccc21 (stereo not given),-16%
O=C(Nc1ccccc1)[C@H]1CN2CCC1C[C@@H]2Cn1cc(CO)nn1 (stereo not given in full),i
CCN(CC)C(=O)C(C)[C@@H]1CC[C@@]2(C)CC[C@H](NC(=O)C3CC3)[C@@H](C)[C@@H]2[C@H]1O (stereo not given in full),i
O=C(COc1ccccc1)Nc1ccc([C@@H](O)[C@H]2COCC(=O)N2Cc2ccc(F)cc2)cc1,i
Cc1cc2c(c(=O)n(-c3ccc(F)cc3)c(=O)n2CC(=O)Nc2cccc(C#N)c2)n1C,-9%
O=C1Nc2ccc(-c3ccccc3F)cc2C(=O)N2CCN(C(=O)c3cccnc3)C[C@H]12,-18%[44.1 µM]
N#Cc1ccccc1S(=O)(=O)N[C@H]1CO[C@H]2[C@@H]1OC[C@H]2OC(=O)Nc1cccc(C(F)(F)F)c1,-10%
O=C(NCCOc1ccccc1)c1ccc2c(c1)OCCN(CCC(F)(F)F)C2,-13%[44.1 µM]
CCOc1cccc(CNC(=O)c2ccc(Cn3ccn4nc5c(c4c3=O)CCCC5)cc2)c1,i
Cc1ccc(NC(=O)CCn2nc(C)c(S(=O)(=O)N3CCCCC3)c2C)cc1Cl,26%
O=c1cc(-c2cccnc2)nc(-c2ccc(CN3CCCC(F)(F)C3)cc2)[nH]1,?
CCc1ccc(NC(=O)c2sc3nc4c(cc3c2N)CN(CC)CC4)cc1,11µM*
O=C(c1ccco1)N1CCN(c2ncncc2-c2nc(-c3ccccc3)no2)CC1,4µM*
O=S(=O)(c1ccc2ccccc2c1)n1nc(-c2ccco2)nc1NCc1ccc(F)cc1,i
Cc1noc2c(NC(C)C)cc(-c3ccsc3)nc12,-1%[44.1 µM]
CCCc1cc(C(=O)N2C[C@@H](CN3CCOCC3)[C@@H](CO)C2)n[nH]1,-4%
Cc1nn2c(c1-c1ccccc1N1CCCC1)N(C(=O)COc1ccccc1)CCC2,?
O=C(Cn1c(=O)oc2cc(Cl)ccc21)NC1CCc2n[nH]c(=O)n2CC1 (stereo not given),23%
CC(=O)Nc1c(C(=O)Nc2ccccc2F)oc2ccccc12,-16%
COc1ccccc1N1CCN(CC(O)COc2cc(C)cc(C)c2)CC1 (stereo not given),42%[activator]
CCOc1ccc(S(=O)(=O)N2C[C@@H](C(N)=O)[C@H](C3CCN(C)CC3)C2)cc1,11%
COc1ccc(NC(=O)C[C@H]2NC(=O)c3ccccc3NC2=O)cn1,i
CCOC(=O)CSc1nc2ccc(NC(=O)c3ccccc3F)cc2s1,23%
Cc1c(NC(=O)c2ccccc2)cc(C(C)C)c(O)c1S(=O)(=O)c1ccc(Cl)cc1,?
CSc1ccc(NC(=O)C2CCN(C(=O)c3ncn4c3COC(c3ccc(F)cc3)C4)CC2)cc1 (stereo not given),i

# Screens: PubChem, National Center for Advancing Translational Sciences (NCATS)
